GDH-TPI counter: inhibits GDH-TPI coupling enzymes, artifact for Mtb FBA screen. GDH-TPI coupled enzyme counterscreen, NADH absorbance. actives 1.2% (n = 360,000). inhibition, % at 4.8 µM; in the data active = inhibition above about 30%;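 note: 0% = DMSO wells and 100% = wells lacking the enzyme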
Mtb BioA inh: inhibitors of Mycobacterium tuberculosis BioA enzyme | purified M. tuberculosis BioA enzyme, plate reader | inhibition, % at 9.99 µM | actives 0.096% (n = 360,000) | AID 602481; in the data active = inhibition above about 40%; inconclusive = no clear call, values can overlap the other calls
Rv3671c protease: inhibits the M. tuberculosis serine protease Rv3671c; P9WHR9; inhibition, % at 5.96 µM; actives 0.048% (n = 320,000); in the data active = inhibition above about 38%;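 note: extracellular domain of Rv3671c used as enzyme; 0% = enzyme with DMSO and 100% = no enzyme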
FadD28 FP inh: M. tuberculosis FadD28 bisubstrate binding inhibition; FadD28 bisubstrate probe binding, fluorescence polarization; inhibition, % at 12.5 µM; actives 0.22% (n = 360,000); AID 588549; in the data active = inhibition above about 8.5%, passing the limit was not always enough; inconclusive = no clear call, values can overlap the other calls
MazF activator: activators of E. coli MazEF toxin-antitoxin RNase; P0AE70; FAM/BHQ RNA-DNA oligo cleavage fluorescence, 5 h; activation, % at 20 µM; actives 0.32% (n = 350,000); AID 504720; in the data active = activation above about 50%
Target sequence (P0AE70 whole entry, looked up): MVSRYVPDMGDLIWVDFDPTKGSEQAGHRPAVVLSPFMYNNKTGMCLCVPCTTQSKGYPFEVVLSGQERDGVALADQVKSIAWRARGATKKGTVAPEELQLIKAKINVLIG
BoNT F protease: BoNT F light chain protease inhibition | Multiplex microsphere protease cleavage assay, flow cytometry | inhibition, % at 10 µM | actives 0.22% (n = 360,000); in the data active = inhibition above about 35%, passing the limit was not always enough; inconclusive = no clear call, values can overlap the other calls; note: plate controls were buffer without enzyme for full effect and enzyme alone for no effect
UGM FP inh: inhibitors of M. tuberculosis UDP-galactopyranose mutase; actives 0.06% (n = 320,000); purified UGM, fluorescence polarization probe displacement; inhibition, % at 10 µM; AID 504406; P9WIQ1; in the data active = inhibition above about 10%, passing the limit was not always enough; inconclusive = no clear call, values can overlap the other calls
Target sequence (P9WIQ1 whole entry, looked up): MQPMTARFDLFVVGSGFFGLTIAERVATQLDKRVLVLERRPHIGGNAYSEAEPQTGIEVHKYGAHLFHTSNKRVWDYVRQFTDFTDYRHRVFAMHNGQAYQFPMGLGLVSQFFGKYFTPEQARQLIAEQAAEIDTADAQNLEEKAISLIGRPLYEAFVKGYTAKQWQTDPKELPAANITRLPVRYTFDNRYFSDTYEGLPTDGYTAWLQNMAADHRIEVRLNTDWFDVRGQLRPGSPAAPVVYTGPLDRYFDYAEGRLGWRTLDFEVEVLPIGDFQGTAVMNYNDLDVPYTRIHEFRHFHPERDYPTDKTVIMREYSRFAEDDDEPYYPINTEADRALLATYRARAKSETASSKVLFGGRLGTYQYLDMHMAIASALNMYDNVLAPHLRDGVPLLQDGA
Mtb FBA inh: inhibits M. tuberculosis FBA enzyme. purified M. tuberculosis FBA, fluorescence read-out. P9WQA3. actives 2.3% (n = 360,000). inhibition, % at 1 µM; in the data active = inhibition above about 27%;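 note: 0% = vehicle and 100% = reference inhibitor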
Target sequence (P9WQA3 whole entry, looked up): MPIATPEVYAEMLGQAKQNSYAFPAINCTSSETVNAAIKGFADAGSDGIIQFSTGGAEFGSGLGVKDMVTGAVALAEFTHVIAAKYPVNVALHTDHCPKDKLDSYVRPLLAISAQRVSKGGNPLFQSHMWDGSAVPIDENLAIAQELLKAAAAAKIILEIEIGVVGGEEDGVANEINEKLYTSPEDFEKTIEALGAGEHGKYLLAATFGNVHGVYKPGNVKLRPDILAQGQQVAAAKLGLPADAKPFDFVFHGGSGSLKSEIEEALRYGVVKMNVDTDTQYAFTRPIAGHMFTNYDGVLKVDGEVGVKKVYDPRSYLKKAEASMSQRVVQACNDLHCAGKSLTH
PrPC TRFRET: reduces human prion protein on the cell surface | P04156 | actives 0.43% (n = 370,000) | inhibition, % at 13.8 µM | cell surface PrPC, TR-FRET read-out; in the data active = inhibition above about 24%; note: 0% = median of the test wells and 100% = reference compound wells
* = called active by the depositor; u = inconclusive; x = not tested or not shown. An unsorted share of the library, and some 4.8% of all compounds hit somewhere here.

Values in the order – GDH-TPI counter	Mtb BioA inh	Rv3671c protease	FadD28 FP inh	MazF activator	BoNT F protease	UGM FP inh	Mtb FBA inh	PrPC TRFRET
CCn1ccnc1CNC(=O)c1ccc2oc(CCCc3ccccc3)nc2c1
→ 2	1.3	-12	-3.2	-6	-10	-4.2	-1	-1
Cc1ccc2nc(SCC(=O)Nc3ccc(C(N)=O)cc3)[nH]c2c1
→ 1	x	1	u	-2	-5	-1.0	1	0
O=C1C2C(c3ccccc3)CC=CC2[C@H](c2ccc(C(F)(F)F)cc2)N1Cc1ccccc1 (stereo not given in full)
→ 0	0.7	-5	-3.4	-3	-8	-1.9	0	-8
CNC(=O)c1ccc(-n2cccn2)nc1
→ 5	x	1	-0.8	7	12	0.0	5	-4
COc1ccc(C)cc1-n1c(N)c(C#N)c(C#N)c1-c1ccc(OC)c(OC)c1OC
→ -7	0.9	3	-2.2	0	-2	1.0	1	2
COc1ccc(OCC(=O)NN2Cc3ccccc3C2=N)cc1
→ 2	-0.6	-7	-0.6	-2	-6	6.7	2	-4
Cc1ccnc2nc(C(=O)Nc3ccc(N4CCOCC4)cc3)nn12
→ -5	x	9	-4.2	-1	-18	0.7	0	0
CCOC(=O)C1(O)CSc2nc3sc(C(=O)O)c(C)c3c(=O)n21 (stereo not given)
→ 17	-0.9	4	1.4	-4	-3	2.4	12	2
COc1ccc(NC(=O)C/C(C)=N/NC(=O)COc2ccc(OC)cc2)cc1
→ -1	x	10	-0.2	4	-11	-0.8	1	6
NC(=O)CC(NC(=O)Cc1cccc2ccccc12)c1ccc(N2CCC(N3CCCCC3)CC2)c([N+](=O)[O-])c1 (stereo not given)
→ -8	0.2	-1	0.2	3	6	0.1	3	-17
CNC(=O)c1nc(C)c(C2(C)CC(c3cccc([N+](=O)[O-])c3)=NO2)s1 (stereo not given)
→ 0	11	-5	-1.6	1	-8	1.7	-1	-20
Cc1occc1C(=O)NNC1=CC(=O)CC(C)(C)C1
→ -6	-2.1	-7	-2.1	-2	-4	0.0	1	-2
CCOCCCNC(=O)C1CC(=O)N(C2CCCC2)C1 (stereo not given)
→ 8	-4.6	-9	0.1	1	-8	1.6	1	3
CCOc1ccc(N2C(=O)CC(NCCc3c[nH]c4ccccc34)C2=O)cc1 (stereo not given)
→ -4	x	-11	-3.4	-6	-5	1.9	-1	-4
COC(=O)c1ccc(S(=O)(=O)N(C2CCCCC2)C2CCCCC2)n1C
→ -3	x	-8	-0.5	2	1	0.7	1	-8

Part of the list above, bar-delimited:
structure | GDH-TPI counter | Mtb BioA inh | Rv3671c protease | FadD28 FP inh | MazF activator | BoNT F protease | UGM FP inh | Mtb FBA inh | PrPC TRFRET
Cc1ccc2nc(SCC(=O)Nc3ccc(C(N)=O)cc3)[nH]c2c1 | 1 | x | 1 | u | -2 | -5 | -1.0 | 1 | 0
O=C1C2C(c3ccccc3)CC=CC2[C@H](c2ccc(C(F)(F)F)cc2)N1Cc1ccccc1 (stereo not given in full) | 0 | 0.7 | -5 | -3.4 | -3 | -8 | -1.9 | 0 | -8
CNC(=O)c1ccc(-n2cccn2)nc1 | 5 | x | 1 | -0.8 | 7 | 12 | 0.0 | 5 | -4
COc1ccc(C)cc1-n1c(N)c(C#N)c(C#N)c1-c1ccc(OC)c(OC)c1OC | -7 | 0.9 | 3 | -2.2 | 0 | -2 | 1.0 | 1 | 2
COc1ccc(OCC(=O)NN2Cc3ccccc3C2=N)cc1 | 2 | -0.6 | -7 | -0.6 | -2 | -6 | 6.7 | 2 | -4
Cc1ccnc2nc(C(=O)Nc3ccc(N4CCOCC4)cc3)nn12 | -5 | x | 9 | -4.2 | -1 | -18 | 0.7 | 0 | 0
CCOC(=O)C1(O)CSc2nc3sc(C(=O)O)c(C)c3c(=O)n21 (stereo not given) | 17 | -0.9 | 4 | 1.4 | -4 | -3 | 2.4 | 12 | 2
COc1ccc(NC(=O)C/C(C)=N/NC(=O)COc2ccc(OC)cc2)cc1 | -1 | x | 10 | -0.2 | 4 | -11 | -0.8 | 1 | 6
NC(=O)CC(NC(=O)Cc1cccc2ccccc12)c1ccc(N2CCC(N3CCCCC3)CC2)c([N+](=O)[O-])c1 (stereo not given) | -8 | 0.2 | -1 | 0.2 | 3 | 6 | 0.1 | 3 | -17
CNC(=O)c1nc(C)c(C2(C)CC(c3cccc([N+](=O)[O-])c3)=NO2)s1 (stereo not given) | 0 | 11 | -5 | -1.6 | 1 | -8 | 1.7 | -1 | -20
Cc1occc1C(=O)NNC1=CC(=O)CC(C)(C)C1 | -6 | -2.1 | -7 | -2.1 | -2 | -4 | 0.0 | 1 | -2
CCOCCCNC(=O)C1CC(=O)N(C2CCCC2)C1 (stereo not given) | 8 | -4.6 | -9 | 0.1 | 1 | -8 | 1.6 | 1 | 3
CCOc1ccc(N2C(=O)CC(NCCc3c[nH]c4ccccc34)C2=O)cc1 (stereo not given) | -4 | x | -11 | -3.4 | -6 | -5 | 1.9 | -1 | -4

Continued.
Values in the order – GDH-TPI counter	Mtb BioA inh	Rv3671c protease	FadD28 FP inh	MazF activator	BoNT F protease	UGM FP inh	Mtb FBA inh	PrPC TRFRET
CCCC1Cc2nc(Cl)c(C#N)cc2CO1 (stereo not given)
→ 4	-1.4	7	-5.7	4	x	-0.9	5	-1
COC(=O)c1c(Oc2nc(OC)cc(OC)n2)cccc1Oc1nc(OC)cc(OC)n1
→ 7	-3.2	-2	-2.3	-6	-14	4.1	-6	11
COc1ccc(OC)c(C2NC(=S)NC3=C2N2CCC3CC2)c1 (stereo not given)
→ 6	x	1	-1.2	3	-5	0.0	2	-4
O=C(CSc1nc2[nH]ncc2c(=O)n1-c1ccccc1)NCCc1ccccc1
→ -3	x	-4	-2.9	8	0	-2.4	-7	10
O=c1c(C/C=C/c2ccccc2)c(O)nc2n1CCCS2
→ -6	-0.4	1	-5.1	4	-7	-1.0	-1	3
O=C(CCC(=O)N1CCOc2ccccc21)NCCCc1ccccc1
→ 3	0.6	-4	0.0	-1	-3	-1.1	0	-7
CC1CN(C2CC(C)(C)NC(C)(C)C2)CCC1=O (stereo not given)
→ -5	-4.7	3	-1.1	4	-9	2.8	-1	0
O=C(Nc1ccccc1[N+](=O)[O-])c1cc(S(=O)(=O)N2CCOCC2)cs1
→ 14	-0.8	6	-0.9	-2	3	-0.7	4	-11
Cc1nonc1C1CCCN1C(=O)c1cc(COc2cccc(C(F)(F)F)c2)on1 (stereo not given)
→ -3	-5.0	-4	-3.1	4	1	2.3	-2	7
CCN(CC)S(=O)(=O)c1cccc(-c2csc(C)n2)c1
→ 16	x	-9	-0.8	2	-6	1.1	-2	3
CSCCC(NC(=O)OCc1ccccc1)C(=O)O (stereo not given)
→ 3	-1.9	6	-1.8	11	14	0.7	1	11
CCOC(=O)c1c(C)c(C(=O)N2CCc3ccccc3C2)c(C)n1CC
→ -6	x	3	-1.9	3	-2	1.6	-2	1
COC(=O)c1ccc(CNC(=O)COC(=O)/C=C/c2cc(OC)c(OC)c(OC)c2)cc1
→ 27	-5.2	5	0.5	6	-3	5.9	18	3
C=CCc1ccc(OCC(O)CO)c(OC)c1 (stereo not given)
→ 2	-1.7	-7	1.3	3	-8	0.4	2	3
O=C(CSc1nc(-c2ccccc2)cc(=O)[nH]1)Nc1ccccc1
→ -9	-4.1	2	-3.6	-2	22	-0.2	-3	-5

Single values from the entries so far:
Reading for COC(=O)c1ccc(CNC(=O)COC(=O)/C=C/c2cc(OC)c(OC)c(OC)c2)cc1 in UGM FP inh: 5.9
Reading for COc1ccc(OC)c(C2NC(=S)NC3=C2N2CCC3CC2)c1 (stereo not given) in PrPC TRFRET: -4

Following part:
Values in the order – GDH-TPI counter	Mtb BioA inh	Rv3671c protease	FadD28 FP inh	MazF activator	BoNT F protease	UGM FP inh	Mtb FBA inh	PrPC TRFRET
CCOc1ccc(N2CC(C(=O)NCc3ccco3)CC2=O)cc1 (stereo not given)
→ -4	-0.7	-13	-2.0	0	2	-1.5	2	-3
Cc1ccccc1CN1CCN(C/C=C/c2ccccc2)CC1
→ 9	-0.9	10	-2.9	-3	1	-0.1	0	x
S=C(Nc1cccc2ccccc12)NN1CCCCCC1
→ -3	-2.2	x	-3.5	5	-6	x	4	6
Cc1ccc(-c2cc(-c3ccccc3)cc(-c3ccccc3)[n+]2-c2ccccc2C(=O)O)cc1
→ 16	1.9	-1	-2.7	4	0	-0.8	54*	1
C=CCn1c(SCC(=O)NC(=O)Cc2ccccc2)nc2ccccc2c1=O
→ 4	-0.4	-5	-3.4	-4	4	1.5	-3	-4
O=C(c1ccc2c(c1)N(Cc1ccccc1)CCS2)N1CCC2(CC1)OCCO2
→ 11	0.0	1	-2.0	-1	5	-2.3	21	9
CS(=O)(=O)N1CCCC(C(=O)Nc2ccccc2C(F)(F)F)C1 (stereo not given)
→ 8	-1.0	-9	-1.0	7	-20	-0.9	1	5
Cc1ccc(S(=O)(=O)CCc2nc3ccccc3s2)cc1
→ 1	-1.3	-7	-3.2	-7	3	0.8	4	1
COc1ccc(CN2CCN(C(=O)c3ccc(CNS(=O)(=O)c4ccc(C)cc4)cc3)CC2)c(OC)c1OC
→ 5	-1.1	7	0.0	-2	-1	-0.4	-1	-1
O=C(CCC1CCCCC1)Nc1cc(C(F)(F)F)ccc1N1CCOCC1
→ 1	x	-8	-4.5	-6	-3	1.9	-1	6
O=C1COc2ccc(C(=O)COC(=O)c3ccc(F)cc3Cl)cc2N1
→ 0	-0.8	4	-2.2	-60	2	2.9	0	6
Cc1ccc(C(=O)NNC(=O)CSc2nnc3c(n2)[nH]c2ccc(C)cc23)cc1
→ 5	x	1	x	2	x	1.5	0	x
CC(=O)Nc1c(NC(C)C)c2ccccc2oc1=O
→ 5	0.5	-5	-1.3	0	8	-0.9	1	-2
O=C(NC(c1cccnc1)C(F)(F)F)c1cc(COc2ccc3c(c2)CCCC3)on1 (stereo not given)
→ 9	-0.7	-18	-1.8	2	-3	1.3	3	15
CCOC(=O)c1sc(NC(=O)c2ccc3ncsc3c2)nc1C
→ 1	-1.6	-18	-2.1	6	-8	-0.6	2	-4
COC(=O)c1ccccc1S(=O)(=O)N(Cc1cc2ccc(OC)cc2[nH]c1=O)CC1CCCO1 (stereo not given)
→ 8	1.4	3	-3.1	4	-10	-2.0	-1	-8
CCOc1ccccc1NC(=O)NNC(=O)COc1cccc(C)c1C
→ 4	0.8	-4	0.9	4	-3	1.5	0	6
O=C(NCc1ccccc1)C(=O)NCC1OCCN1S(=O)(=O)c1ccc2c(c1)OCCO2 (stereo not given)
→ 4	-1.3	-3	0.4	-15	9	-0.7	0	-6
